Compound activity (PubChem BioAssay)
Rin1-Abl PPI inh: human Rin1-Abl interaction inhibition; actives 0.4% (n = 360,000); P00519+Q13671; AID 588664; TR-FRET Rin1/Abl binding, biochemical; inhibition, % at 7.35 µM; in the data active means inhibition above about 5%, passing the limit was not always enough
CSN inh: blocks human CSN-mediated cullin deneddylation; inhibition, % at 12.5 µM; actives 0.38% (n = 360,000); Purified CSN, SCF-Nedd8-OG deneddylation, fluorescence polarization; Q92905;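 active means pattern-corrected inhibition above about 35%, with an unprinted fluorescence ratio check between 0.5 and 1.5, limit read from the data, passing the limit was not always enough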;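 further: 0% = enzyme with substrate and 100% = substrate without enzyme; some results filed as inactive read as strong as hits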
Target sequence (Q92905 whole entry, looked up, one chain of several): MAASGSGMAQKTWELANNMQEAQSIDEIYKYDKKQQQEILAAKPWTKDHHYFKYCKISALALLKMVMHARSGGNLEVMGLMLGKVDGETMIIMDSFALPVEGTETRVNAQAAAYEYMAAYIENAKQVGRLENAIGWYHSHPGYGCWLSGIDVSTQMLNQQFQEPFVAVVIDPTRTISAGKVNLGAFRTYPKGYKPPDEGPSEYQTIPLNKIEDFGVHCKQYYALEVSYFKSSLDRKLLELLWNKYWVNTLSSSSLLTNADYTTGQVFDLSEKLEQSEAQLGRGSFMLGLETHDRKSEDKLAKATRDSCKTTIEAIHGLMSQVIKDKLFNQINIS
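Detection – fluorescence polarization · System – HEK293T-derived human Csn5 enzyme · Controls – substrate-only high control, full reaction low control · Timing – 90 min, room temperature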
MT1-MMP act inh: inhibitors of human MT1-MMP activation; actives 0.061% (n = 360,000); GFP/RFP ratio change, % at 20 µM; HT1080 RFP-PRO-GFP cells, GFP/RFP ratio fluorescence, overnight; percent of plate control window, DMSO zero; AID 651647;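 active means GFP/RFP ratio change of at least 30% with cell ATP level not reduced by more than half and red fluorescence within 50% of control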; further: strong numbers were not always called active
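Compound: 20 µM single dose, 1% DMSO / System: HT1080 RFP-PRO-GFP cells / Controls: DMSO and RFP-L50D-GFP cell wells / Read-out basis: GFP/RFP fluorescence ratio / Schedule: overnight compound exposure at 37 °C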
bovine MsrA act: bovine methionine sulfoxide reductase A activation | purified bovine MsrA, absorbance read-out | activation, % at 10.6 µM | actives 0.3% (n = 360,000) | AID 602163; in the data active means activation above about 7.5%;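 further: 0% = vehicle and 100% = reference activator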
Rpn11 inh: inhibitors of human proteasome Rpn11; O00487; human 26S proteasome, Ub4-pepOG fluorescence polarization; 20S core pre-blocked with epoxomicin; calls only at 20 µM; actives 0.59% (n = 360,000); AID 588493;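 active means inhibition at 20 µM, scaled to each plate's controls, above about 33%, limit read from the data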
MsrA inhibitor: inhibits bovine methionine sulfoxide reductase A; actives 0.75% (n = 360,000); inhibition, % at 15.5 µM; purified bovine MsrA, absorbance read-out; in the data active means inhibition above about 4.5%;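 further: 0% = vehicle wells with enzyme and 100% = reference inhibitor wells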
FAS TE block: FAS thioesterase (human) inhibition. P49327. recombinant FAS-TE, OMFH fluorogenic substrate, fluorescence endpoint. inhibition, % at 15 µM. actives 0.67% (n = 360,000);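 active means compounds whose normalised, plate-corrected inhibition of enzyme fluorescence in the single-dose primary screen is 50% or more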;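 further: 0% = DMSO with enzyme and 100% = substrate without enzyme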
MLLE-PAM2 inh: blocks PAM2 peptide binding to the PABP1 MLLE domain; P11940; GST-MLLE / FITC-PAM2 fluorescence polarization; inhibition, % at 20 µM; actives 0.36% (n = 360,000); AID 588489; in the data active means inhibition above about 35%, passing the limit was not always enough;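 further: plate controls were DMSO wells with GST-MLLE for no effect and wells lacking GST-MLLE protein for full effect; some results filed as inactive read as strong as hits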
Target sequence (P11940 whole entry, looked up, the tested form may be a part): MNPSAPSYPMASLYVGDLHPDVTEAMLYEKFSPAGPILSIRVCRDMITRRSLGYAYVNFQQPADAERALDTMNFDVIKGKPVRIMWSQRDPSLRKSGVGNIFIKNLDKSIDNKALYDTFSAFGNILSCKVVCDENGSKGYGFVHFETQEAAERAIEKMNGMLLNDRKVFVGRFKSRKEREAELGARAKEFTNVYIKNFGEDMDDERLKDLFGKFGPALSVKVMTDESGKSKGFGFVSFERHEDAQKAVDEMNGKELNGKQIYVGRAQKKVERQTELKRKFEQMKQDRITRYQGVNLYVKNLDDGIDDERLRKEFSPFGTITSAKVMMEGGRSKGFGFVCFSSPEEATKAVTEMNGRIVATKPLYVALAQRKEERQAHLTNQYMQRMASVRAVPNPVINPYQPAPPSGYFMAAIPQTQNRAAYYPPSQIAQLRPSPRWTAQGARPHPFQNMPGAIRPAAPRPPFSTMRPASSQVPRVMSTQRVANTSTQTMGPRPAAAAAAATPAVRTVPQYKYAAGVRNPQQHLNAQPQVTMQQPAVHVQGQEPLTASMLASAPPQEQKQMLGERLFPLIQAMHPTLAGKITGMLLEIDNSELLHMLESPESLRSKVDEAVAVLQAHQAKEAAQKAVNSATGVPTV
eLon inh: inhibits E. coli Lon protease | actives 0.42% (n = 360,000) | inhibition, % at 7.94 µM | purified E. coli Lon protease, fluorescence polarization; in the data active means inhibition above about 13%, passing the limit was not always enough;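 further: 0% = enzyme with probe and DMSO and 100% = no enzyme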
Starred values were filed as active, the others as inactive; i = inactive; x = not tested or not shown.

[1] Cc1ccccc1NS(=O)(=O)c1ccc(OCC(=O)NCc2ccco2)cc1
[2] CCn1c(=O)c2c(nc(SCC(=O)NC3CCCC3)n2C)n(C)c1=O
[3] CSc1ccccc1OCc1cc(C(=O)NCc2ccc(C)s2)no1
[4] CCN(CC)C(=O)CSc1nnc([C@@H](N)C(C)C)o1
[5] Nc1c(C(=O)Nc2ccc(Cl)cc2)oc2ccccc12
[6] O=C(COC(=O)c1cncc(Br)c1)NC1CCCCCC1
[7] Cc1nonc1OCC(C)(COc1nonc1C)NC(=O)c1ccc(Cl)cc1
[8] CC(=O)Nc1ccc2[nH]c3ccccc3c2c1

Compound,1,2,3,4,5,6,7,8
Rin1-Abl PPI inh,-1,3,0,0,1,-1,2,1
CSN inh,-5,0,3,-2,-3,4,-1,0
MT1-MMP act inh,-8,-4,-2,-5,6,0,0,7
bovine MsrA act,-7,1,-4,-1,-6,0,5,-5
Rpn11 inh,i,i,i,i,i,i,i,i
MsrA inhibitor,-0.3,-0.7,-0.2,0.0,2.8,-0.5,-0.8,1.1
FAS TE block,2,-4,23,-6,14,18,48,-3
MLLE-PAM2 inh,-6,13,3,8,15,-5,11,-8
eLon inh,-6,-4,-2,0,-2,1,-6,3

[9] Cc1noc(C)c1C(=O)NC1=NCCS1
[10] N#Cc1cccnc1N1CCN(C(=O)c2cccs2)CC1
[11] CCCC(=O)NNc1cc(=O)c2c(=O)n(C)c(=O)n(C)c2[nH]1
[12] CC(C)CN(C(=O)CSc1nncn1-c1ccccc1)c1c(N)n(CC(C)C)c(=O)[nH]c1=O
[13] O=C(CCN1C(=O)c2ccccc2C1=O)Nc1ccc(-c2nc3ccccc3o2)cc1
[14] COCc1[nH]nc2c1C1(C(=O)Nc3ccc(F)cc31)C(C#N)=C(N)O2 (stereo not given)
[15] O=C(COC(=O)c1ccc(CO)cc1)c1ccc(S(=O)(=O)N2CCCCC2)cc1
[16] CCC(=O)O/N=C(\N)c1ccc(Oc2cc(C)c(Cl)c(C)c2)c([N+](=O)[O-])c1

Compound,9,10,11,12,13,14,15,16
Rin1-Abl PPI inh,3,0,-1,1,-1,1,0,1
CSN inh,-2,-6,0,1,7,0,-3,-3
MT1-MMP act inh,-14,7,4,-4,0,-1,-3,0
bovine MsrA act,-11,0,4,-6,-4,-3,-4,-4
Rpn11 inh,i,i,i,i,i,i,i,i
MsrA inhibitor,-0.5,0.0,-0.5,0.5,-0.1,1.4,0.6,1.2
FAS TE block,-3,-3,-10,-4,-6,-9,3,-1
MLLE-PAM2 inh,-1,3,-4,-5,1,9,12,-11
eLon inh,-5,-2,1,2,-1,3,-5,17

[17] COCCNC(=O)c1cccc2c(-c3cnn(C)c3)coc12
[18] Cc1ccc(C)c(NC(=O)Cc2coc3cc4c(cc23)CCC4)c1
[19] O=C(CN1C(=O)NC(c2ccccc2)(c2ccccc2)C1=O)NCc1ccccc1
[20] Cc1ccc2[nH]c3c(=O)n(CC(=O)Nc4ccccc4N4CCN(C)CC4)ncc3c2c1
[21] FC(F)(F)COc1cc(-c2nnc(SCc3ccccc3)n2Cc2ccco2)cc(OCC(F)(F)F)n1
[22] Cc1ccc(S(=O)(=O)NC2=NCN(CC(=O)O)CN2)cc1
[23] CCOC(=O)c1ccccc1NC(=O)c1c(F)c(F)c(F)c(F)c1F
[24] O=C(CSc1ncccc1C(=O)O)NC1CCCCC1

Compound,17,18,19,20,21,22,23,24
Rin1-Abl PPI inh,-1,-1,0,0,-3,-1,1,-1
CSN inh,3,-2,-1,0,0,0,1,-2
MT1-MMP act inh,4,1,0,2,-11,1,-3,1
bovine MsrA act,-3,-5,-2,-5,-1,-3,-6,-8
Rpn11 inh,i,i,i,i,i,i,i,i
MsrA inhibitor,1.1,-0.2,-1.0,0.5,1.2,-0.8,0.9,0.3
FAS TE block,-2,0,0,-2,31,-4,21,-2
MLLE-PAM2 inh,-10,-5,-4,-2,-11,-6,-1,-3
eLon inh,-2,5,6,7,9,2,5,5

[25] COc1ccc2sc(N3C(=O)CC(Cc4cccc(C)c4)C3=O)nc2c1 (stereo not given)
[26] COc1cc(OC)cc(-c2c(Sc3ccccc3)c3cc(-c4ccc5c(c4)OCCO5)ccc3n2C)c1
[27] O=C(CC1C(=O)NCCN1C(=O)Nc1ccccc1)Nc1ccc2c(c1)OCO2 (stereo not given)
[28] COCCCN(C(=S)NC(=O)C12CC3CC(CC(C3)C1)C2)c1c(N)n(Cc2ccccc2)c(=O)[nH]c1=O
[29] Cc1ccc(CNC(=O)Cc2ccc(Br)cc2)cc1
[30] Cc1ccc(CSc2nnc(-c3ccccc3N)c(=O)[nH]2)cc1
[31] Cc1ccc2nc3c(cc(C(=O)NCCCn4ccnc4)n3C)c(=O)n2c1
[32] Cc1ccc(NC(=O)C2CCN(S(=O)(=O)c3ccc4c(c3)OCCO4)CC2)nc1

Compound,25,26,27,28,29,30,31,32
Rin1-Abl PPI inh,1,x,-3,2,0,1,-7,-1
CSN inh,4,-5,-1,0,4,8,-1,1
MT1-MMP act inh,-1,1,2,-1,-6,2,3,6
bovine MsrA act,-2,-8,-4,-1,-2,-5,-3,-8
Rpn11 inh,i,x,i,i,i,i,i,i
MsrA inhibitor,-1.3,2.0,-0.3,1.0,0.2,0.6,1.0,-1.0
FAS TE block,10,27,2,-1,-2,-4,-7,4
MLLE-PAM2 inh,-11,x,2,12,9,-2,0,-8
eLon inh,13,-3,-8,5,-8,-5,-4,8

Exported bar-delimited: six of the compounds above.
# | mol | Rin1-Abl PPI inh | CSN inh | MT1-MMP act inh | bovine MsrA act | Rpn11 inh | MsrA inhibitor | FAS TE block | MLLE-PAM2 inh | eLon inh
25 | COc1ccc2sc(N3C(=O)CC(Cc4cccc(C)c4)C3=O)nc2c1 (stereo not given) | 1 | 4 | -1 | -2 | i | -1.3 | 10 | -11 | 13
26 | COc1cc(OC)cc(-c2c(Sc3ccccc3)c3cc(-c4ccc5c(c4)OCCO5)ccc3n2C)c1 | x | -5 | 1 | -8 | x | 2.0 | 27 | x | -3
27 | O=C(CC1C(=O)NCCN1C(=O)Nc1ccccc1)Nc1ccc2c(c1)OCO2 (stereo not given) | -3 | -1 | 2 | -4 | i | -0.3 | 2 | 2 | -8
28 | COCCCN(C(=S)NC(=O)C12CC3CC(CC(C3)C1)C2)c1c(N)n(Cc2ccccc2)c(=O)[nH]c1=O | 2 | 0 | -1 | -1 | i | 1.0 | -1 | 12 | 5
29 | Cc1ccc(CNC(=O)Cc2ccc(Br)cc2)cc1 | 0 | 4 | -6 | -2 | i | 0.2 | -2 | 9 | -8
30 | Cc1ccc(CSc2nnc(-c3ccccc3N)c(=O)[nH]2)cc1 | 1 | 8 | 2 | -5 | i | 0.6 | -4 | -2 | -5

Part of the list above, field by field.
#29 Cc1ccc(CNC(=O)Cc2ccc(Br)cc2)cc1
  Rin1-Abl PPI inh: 0	CSN inh: 4	MT1-MMP act inh: -6	bovine MsrA act: -2	Rpn11 inh: i	MsrA inhibitor: 0.2	FAS TE block: -2	MLLE-PAM2 inh: 9	eLon inh: -8

#30 Cc1ccc(CSc2nnc(-c3ccccc3N)c(=O)[nH]2)cc1
  Rin1-Abl PPI inh: 1	CSN inh: 8	MT1-MMP act inh: 2	bovine MsrA act: -5	Rpn11 inh: i	MsrA inhibitor: 0.6	FAS TE block: -4	MLLE-PAM2 inh: -2	eLon inh: -5

#31 Cc1ccc2nc3c(cc(C(=O)NCCCn4ccnc4)n3C)c(=O)n2c1
  Rin1-Abl PPI inh: -7	CSN inh: -1	MT1-MMP act inh: 3	bovine MsrA act: -3	Rpn11 inh: i	MsrA inhibitor: 1.0	FAS TE block: -7	MLLE-PAM2 inh: 0	eLon inh: -4

(listing goes on)
[33] COc1ccc(Cl)c(Cn2c(NCC(C)O)nc3c2c(=O)n(C)c(=O)n3C)c1 (stereo not given)
[34] Cc1cccc(NC(=O)C2CCCC2)c1
[35] COC(=O)[C@H](CC(C)C)NS(=O)(=O)c1ccccc1
[36] Cc1oc(-c2cccc(F)c2)nc1CN1CCCCC1CCc1ccccn1 (stereo not given)
[37] CCN(CC(=O)NCc1cccs1)C(=O)/C=C/c1cccc(Br)c1
[38] Cc1cc(NC(=O)COC(=O)c2ccccc2NCCO)no1
[39] COc1ccc(S(=O)(=O)N2CCOCC2)cc1NC(=O)C1CC(=O)N(c2ccc3c(c2)OCCO3)C1 (stereo not given)
[40] CCOC(=O)C1=C(C)Nc2nnnn2C1c1cccnc1 (stereo not given)

Compound,33,34,35,36,37,38,39,40
Rin1-Abl PPI inh,-1,3,0,0,0,-1,-2,0
CSN inh,1,-2,-2,2,0,0,-2,1
MT1-MMP act inh,7,0,-2,-2,2,2,4,2
bovine MsrA act,-1,-7,-1,-1,-4,-1,-4,-2
Rpn11 inh,i,i,i,i,i,i,i,i
MsrA inhibitor,-1.6,0.9,-0.5,-0.3,-0.5,1.3,0.0,1.4
FAS TE block,-7,-12,-10,-2,3,-3,-5,-6
MLLE-PAM2 inh,5,3,5,-2,-3,-3,3,16
eLon inh,-5,-2,-1,-6,-8,-7,-2,-2

[41] O=C(O)CSCc1cn2cc(Cl)ccc2n1
[42] COc1cc(NC(=O)COC(C)=O)c(C)cc1[N+](=O)[O-]
[43] CC1CN(CCOCCSc2ccc(Cl)cc2)CC(C)O1 (stereo not given)
[44] Cc1cccc(C(=O)Oc2ccccc2C2C[C@]3(C)CC(=O)NC3N2C(=O)c2cccc(C)c2)c1 (stereo not given in full)
[45] Cc1ccc(NC2=C/C(=N/S(=O)(=O)c3cccs3)c3ccccc3C2=O)cc1
[46] CCCNc1nc2c(c(=O)[nH]c(=O)n2C)n1Cc1cccc(Br)c1
[47] COc1ccccc1C1CC(=O)Oc2cc(C)cc(C)c21 (stereo not given)
[48] CCn1ccnc1CN1CCCC(CO)(Cc2cccc(OC)c2)C1 (stereo not given)
[49] COc1ccccc1S(=O)(=O)Cc1ccc(C(=O)N2CCN(c3ccccn3)CC2)o1
[50] COc1cc(-c2nc(C)c(C(C)=O)n2O)ccc1OCC(=O)Nc1ccc(Cl)cc1
[51] CCOC(=O)CSc1nnc(Cn2nnc(-c3ccccc3)n2)n1C

Compound,41,42,43,44,45,46,47,48,49,50,51
Rin1-Abl PPI inh,-1,1,-1,0,0,1,-1,-2,0,-1,1
CSN inh,-4,2,-3,0,3,0,-9,-3,-2,1,3
MT1-MMP act inh,4,-1,2,7,-31,4,2,-6,1,7,17
bovine MsrA act,-1,-6,-3,-3,4,3,-8,-2,1,-2,4
Rpn11 inh,i,i,i,i,i,i,i,i,i,i,i
MsrA inhibitor,0.5,1.8,-0.5,-0.8,14*,-0.1,1.1,-0.5,x,-0.4,-1.4
FAS TE block,-5,-4,-5,4,5,1,11,-4,-7,-18,-6
MLLE-PAM2 inh,-4,-6,11,-1,7,3,4,-7,-10,-4,2
eLon inh,2,0,-12,-4,2,-10,-6,-11,1,7,-5
